# Source: PubChem
# aDG glyco act: activators of alpha-DG glycosylation, primary screen, uHTS, Pro5-aDG cells, AlphaScreen. alpha-DG glycosylation AlphaScreen (IIH6); 0% Pro5, 100% B10-LARGE cell signal. activation, % at 10 µM. 360,000 compounds, 0.22% hits;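 active = activation of at least 8% versus controls, or a plate z-score of at least 8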;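 also: Pro5 are CHO cells carrying HIG-tagged alpha-DG that lacks glycosylation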
# HTR2A ag: mouse Htr2a agonists via beta-arrestin recruitment, primary screen, cell-based, luminescence; 5-hydroxytryptamine receptor 2A (Mus musculus), P35363; CHO-K1 mHTR2A beta-arrestin complementation; percent of 30 µM serotonin response; activation, % at 7.6 µM; 360,000 compounds, 0.66% hits;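 active = activation above a run cutoff, the mean activation of all tested compounds plus 3 SD, cut at about 14% in these data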;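 also: 0% = plate median of compound wells and 100% = 30 µM serotonin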
# MC4R ag barr: MC4R agonists recruiting beta-arrestin, primary screen, cell-based, luminescence, agonist arm of biased-ligand search; Melanocortin receptor 4 (Homo sapiens), P32245; U2OS MC4R beta-arrestin complementation; percent of melanotan II response, DMSO zero; activation, % at 8.9 µM; 360,000 compounds, 0.98% hits; AID 540308, 2011;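 active = activation above a per-plate cutoff, the mean activation of sample wells on that plate plus 3 SD, cut at about 8% in these data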
# Cardio protect: cardioprotection against H2O2-induced cell death, primary screen, uHTS, H9c2 cells, ATPLite luminescence. H9c2 cardiomyocytes, H2O2 injury protection, 2 h. protection from H2O2 cell death, % at 20 µM. 360,000 compounds, 0.63% hits. AID 588492, 2011;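 active = compounds giving at least 50% protection of heart cells from peroxide-induced death in the single-dose screen, raw or plate-pattern-corrected value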;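 also: 0% = DMSO wells with peroxide and 100% = DMSO wells without peroxide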
# ABCB6 inh MLPCN: ABCB6 transporter inhibitors, primary screen, K562-ABCB6 cells, flow cytometry, MLPCN library; K562-ABCB6 porphyrin accumulation, 1 h; active compounds read low; fluorescence ratio to DMSO, % at 10 µM; 360,000 compounds, 0.19% hits; AID 602162, 2011;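 active = fluorescence ratio to DMSO below 75%, the collection mean minus 3 SD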;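 also: signal is porphyrin accumulated inside mitochondria; 100% equals median channel fluorescence of DMSO control wells; lower ratio means ABCB6 inhibition with less porphyrin fluorescence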
# iPSC survival up: enhancers of single-cell hiPSC survival, primary screen, ATPlite luminescence; survival enhancement, % at 20 µM; AID 602274, 2012; 360,000 compounds, 0.044% hits; 100% = ROCK inhibitor wells, 0% = DMSO; in the data active = survival enhancement above about 18%;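 also: cells exposed to compounds for 16 hours before the ATP read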
# ABHD5-PLIN5 inh: ABHD5-PLIN5 interaction inhibitors, primary screen, cell lysate, split luciferase complementation, luminescence; 360,000 compounds, 0.78% hits; inhibition, % at 4 µM; Split G. princeps luciferase complementation, 4 h; AID 602281, 2012; Perilipin-5 (Homo sapiens) + 1-acylglycerol-3-phosphate O-acyltransferase ABHD5 (Homo …;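 active = inhibition above the mean inhibition across every tested compound plus 3 SD, cut at about 22% in these data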;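 also: 0% = DMSO only wells and the 100% control is not disclosed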
# Target sequence (Q00G26 whole entry, looked up): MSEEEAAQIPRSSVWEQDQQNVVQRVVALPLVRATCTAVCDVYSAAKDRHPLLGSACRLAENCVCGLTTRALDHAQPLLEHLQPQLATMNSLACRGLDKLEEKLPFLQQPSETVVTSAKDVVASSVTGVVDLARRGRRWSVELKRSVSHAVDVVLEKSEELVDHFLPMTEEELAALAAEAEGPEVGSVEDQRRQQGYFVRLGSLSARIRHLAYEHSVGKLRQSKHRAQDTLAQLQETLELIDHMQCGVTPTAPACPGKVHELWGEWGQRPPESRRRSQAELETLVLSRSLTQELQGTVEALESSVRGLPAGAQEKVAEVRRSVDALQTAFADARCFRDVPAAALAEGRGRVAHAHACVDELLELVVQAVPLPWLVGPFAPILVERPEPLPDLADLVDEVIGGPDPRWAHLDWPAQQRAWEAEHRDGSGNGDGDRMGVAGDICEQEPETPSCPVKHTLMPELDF
# Target sequence (Q8WTS1 whole entry, looked up): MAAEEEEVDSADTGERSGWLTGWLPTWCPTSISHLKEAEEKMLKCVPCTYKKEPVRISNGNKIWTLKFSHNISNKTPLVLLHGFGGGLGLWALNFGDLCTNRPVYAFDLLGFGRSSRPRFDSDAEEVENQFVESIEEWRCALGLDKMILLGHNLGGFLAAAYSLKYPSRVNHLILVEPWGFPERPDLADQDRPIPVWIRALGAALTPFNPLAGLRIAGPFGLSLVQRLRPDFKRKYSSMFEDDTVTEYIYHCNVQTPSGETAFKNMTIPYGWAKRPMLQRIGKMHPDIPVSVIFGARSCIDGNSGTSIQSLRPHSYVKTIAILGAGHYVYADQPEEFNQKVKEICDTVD
# Glyco luc inh: increase of ERlucT glycosylation luciferase signal, primary screen, N-linked glycosylation inhibitor project, D54 ERlucT cells, luminescence, set 2 | D54 ERlucT glycosylation luciferase reporter, 24 h; percent of 100 nM tunicamycin response | reporter increase, % at 12.5 µM | 360,000 compounds, 0.23% hits | AID 588692, 2011;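 active = mean luciferase reporter signal, scaled so untreated is 0 and the glycosylation-blocking control 100, at or above a set limit in every replicate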;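 also: luciferase carries N-glycosylation sites so blocking glycosylation raises the light; 0% = median of neutral control wells and 100% = median of 100 nM tunicamycin wells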
# MC4R antagonist: MC4R antagonists of cAMP signaling, primary screen, cell-based, TR-FRET, antagonist arm of biased-ligand search | Melanocortin receptor 4 (Homo sapiens), P32245 | MC4R-expressing cells, MTII-stimulated cAMP, LANCE TR-FRET | inhibition, % at 6.5 µM | 360,000 compounds, 0.48% hits;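 active = inhibition above its plate's cutoff, the mean of tested wells on that plate plus 3 SD, cut at about 29% in these data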;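 also: 0% = Melanotan II alone and 100% = Melanotan II plus saturating MCL0020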
#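 Assay system: U2OS-MC4R stable cell line; Also added: Melanotan II; Technique: Eu-cAMP/anti-cAMP TR-FRET, emission 671 nm; Times: 30-min compound, 1-h challenge, 1-h detection, room temperature.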
# Exocytosis inh: LAMP-1 surface exposure blockers, TALL-104 cells – cell-based, flow cytometry, MLPCN library, primary screen | TALL-104 LAMP-1 surface exposure; cells stimulated with thapsigargin and PMA | inhibition, % at 10 µM | 360,000 compounds, 0.66% hits | AID 651702, 2012;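 active = inhibition above about 55%, limit read from the data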
# * = called active by the depositor; x = not tested or not shown.
SMILES,aDG glyco act,HTR2A ag,MC4R ag barr,Cardio protect,ABCB6 inh MLPCN,iPSC survival up,ABHD5-PLIN5 inh,Glyco luc inh,MC4R antagonist,Exocytosis inh
CC(=O)Nc1ccc(NC(=O)CCC(=O)OCC(=O)c2ccc(F)cc2)cc1,-0.1,1,1.3,2,93,0.5,3,4,-2,-4
CCOc1ccc(NC(=O)N(C2CCCCC2)C2CCN(C(C)=O)CC2)cc1,-0.2,8,-0.5,-3,100,-0.1,3,0,13,3
CC1(C(=O)NS(=O)(=O)Cc2cccc(Cl)c2)CCN1C(=O)CCc1ccccc1 (stereo not drawn),0.2,11,-1.7,1,95,1.4,4,0,5,-2
Cc1cc(OCC(=O)Nc2ccc(OCc3ccccc3)cc2)nc(C(C)C)n1,-0.2,-6,-0.8,-4,92,-0.2,6,-2,3,1
COC(=O)c1ccc(OCc2nn[nH]n2)cc1,-0.1,-1,-1.1,7,102,-0.8,-4,2,6,-2
Cc1ccc(N(C(=O)c2ccco2)C2C=CS(=O)(=O)C2)cc1 (stereo not drawn),-0.1,2,-3.0,8,75,-0.8,1,0,9,5
CN(Cc1ccccc1)c1nc(CN2CCOCC2)nc2scc(-c3ccccc3)c12,0.2,-2,-1.9,5,99,-2.7,6,-3,8,20
COc1ccccc1CSc1nc2ccccc2[nH]1,0.0,1,-0.9,-4,98,0.1,-1,1,5,-3
O=C(COC(=O)Cn1[nH]c(=O)c2ccccc2c1=O)NNC(=O)c1ccc(Br)cc1,0.2,-22,-3.4,83*,102,0.5,-1,1,6,-5
N#Cc1c(SCC(=O)Nc2ccc(C(F)(F)F)cc2)sc2c(O)cc(=O)[nH]c12,0.0,-8,-0.8,0,95,1.0,-10,1,2,-18
Cn1c(Cc2ccccc2)nnc1SCC(=O)N1CCCCC1,0.2,6,-1.3,5,99,-1.1,3,2,1,-3
COc1ccc(OC)c(/C=C/C(=O)c2ccc(Cl)cc2)c1,0.3,-1,-1.5,-19,96,-3.3,49*,15,0,4
O=C(Nc1cccc(Cl)c1)Nc1csc([N+](=O)[O-])c1,-0.3,0,-0.9,-15,98,0.3,-6,-4,9,-9
O=C(OCc1nc2ccsc2c(=O)[nH]1)c1ccc(Cl)nc1,0.1,10,-3.6,6,102,-0.5,-4,1,8,-3
O=C(NCc1ccc(Cl)nc1)c1ccc2nc([C@@H]3O[C@H](CO)[C@H](O)[C@H](O)[C@H]3O)[nH]c2c1,0.6,4,2.0,-2,103,-2.0,7,2,-3,-1
CCOC(=O)C1CCCN(C(=O)COc2ccc(N(C)S(=O)(=O)c3ccc(C)cc3)cc2)C1 (stereo not drawn),-0.3,-1,-0.2,5,98,-0.7,-1,1,7,-2
CCCCc1cc(=O)oc2cc(C)cc(OCC(=O)N[C@@H](CSCc3ccccc3)C(=O)O)c12,-0.2,0,0.7,-3,96,3.3,-5,-2,-6,3
C#CCOCCOCCOCCNc1nc(N2CCN(C(=O)[C@H](CCCN=C(N)N)n3cc(C(N)[C@H](C)CC)nn3)CC2)nc(N2CCN(C(=O)[C@H](CCCN=C(N)N)n3cc(C(N)[C@@H](C)CC)nn3)CC2)n1 (stereo partly drawn),-0.1,-5,-1.1,0,93,-3.6,0,2,3,-1
Cc1cccc(N2CCN(C(=O)C3CCC(CNS(=O)(=O)c4cccs4)CC3)CC2)c1C (stereo not drawn),1.5,2,3.3,-14,98,-0.3,8,-7,25,22
CCCn1c(N)c(N2CCCCC2)c(=O)n(CC(=O)Nc2ccccc2C)c1=O,0.1,6,-2.0,20,100,-0.8,2,0,4,-1
COC(=O)c1cc2oc3ccccc3c2n1CC(=O)Nc1ccccc1OC,-0.1,-4,0.4,9,98,1.3,-3,1,-12,-1
Oc1ccc2oc3c(c2c1)CCCC3,0.0,-11,-0.6,4,110,4.1,-3,-2,4,-1
O=C(Nc1ccc2nc(-c3cccs3)c(-c3cccs3)nc2c1)N1CCOCC1,-0.1,-2,1.7,30,108,1.4,4,-2,17,101*
O=C(c1cc(C(=O)N2CCN(c3ccc(F)cc3)CC2)cc([N+](=O)[O-])c1)N1CCN(c2ccc(F)cc2)CC1,1.9,-1,-1.2,1,100,0.2,5,8,7,14
CCC(NC(=O)C1CCC1)c1ccc(C)cc1 (stereo not drawn),-0.1,1,-1.3,3,88,1.1,3,2,0,-4
COc1ccc(N2CCN(S(=O)(=O)c3ccc4oc(=O)ccc4c3)CC2)cc1,0.0,-2,-1.4,1,99,2.6,-1,1,7,8
COc1ccc(NC(=O)CN2CCC(C(=O)c3ccc(C)cc3)CC2)c(OC)c1,0.0,-10,-1.8,2,97,-0.6,-1,0,7,24
CN1CCN(C(=O)CCN2C(=O)/C(=C\c3ccc(Cl)cc3Cl)SC2=S)CC1,0.1,8,1.5,-2,97,1.1,1,6,16,29
COC(=O)/C=C1\OC(c2ccccc2)c2ccccc21 (stereo not drawn),-0.2,6,x,x,x,x,4,x,x,5
CCC(C)Oc1cccc(OCCCCN2C(=O)NC(C)(C)C2=O)c1 (stereo not drawn),0.0,-4,-1.5,-3,104,-1.1,2,-3,-1,1
COc1ccc(Cc2nc3ccccc3n2CC(=O)N/N=C/c2ccccc2)cc1OC,0.0,0,-0.2,-4,104,1.9,-4,0,4,0
CC(Sc1nnnn1-c1ccccc1)C(=O)Nc1ccc(N2CCN(C)CC2)cc1 (stereo not drawn),-0.5,-6,-4.0,0,100,-0.2,6,0,7,-2
COc1ccc(NC(=O)Nc2cccc(C(F)(F)F)c2)cn1,1.1,-1,4.9,-16,104,2.3,0,-6,-5,0
COc1cc(Cl)ccc1NC(=S)N(CCN(C)C)C(C)c1ccncc1 (stereo not drawn),0.0,-4,1.6,6,96,-0.4,-6,-2,1,1
CCOC(=O)c1nnc2cc(C)nn2c1C,-0.1,-8,-0.2,0,101,-0.5,-2,0,6,0
O=c1c2oc3nc4c(cc3c2ncn1CCCc1ccccc1)CCCC4,0.7,3,-1.9,-2,103,1.3,-4,-3,0,3
CCCCCCOc1ccc(/C(C)=N/NC2=NCCN2)cc1,-0.3,-3,11*,-22,103,-0.8,9,-8,2,59*
CCOC(=O)N1CCN(C(=O)/C(=C/c2ccc(OC)cc2)NC(=O)c2ccccc2)CC1,0.0,10,-2.6,4,101,4.2,1,1,2,-3
COc1ccc(CCNS(=O)(=O)c2cc3c4c(c2)CC(=O)N4CCC3)cc1,0.0,-3,0.1,-3,101,-0.1,1,0,7,-2
Cc1ccc(CN2CCCN(Cc3c(C)cc(C)cc3C)S2(=O)=O)cc1,0.0,-3,-3.2,-8,102,0.3,-6,0,11,-2
Cc1ccc(Cn2ccc(NC(=O)c3cc(-c4ccc(Br)cc4)on3)n2)cc1,-0.1,-2,0.1,0,99,2.0,3,0,1,-4
OCCNc1nc(-c2ccccc2)nc2c1oc1ccccc12,-0.1,5,-0.6,0,97,-0.1,2,5,-1,-14
CCOc1ccccc1N(CC)C(=O)Cn1ncc2c(=O)oc3ccccc3c21,-0.3,5,2.9,12,98,-2.0,-1,-1,14,7
Cc1ccc(Cn2cccc2C2=NC(C)CO2)cc1 (stereo not drawn),3.1,14*,-3.0,-2,103,1.3,-3,-1,3,-2
CCS(=O)(=O)N1CCN(C(=O)c2cccc3ccccc23)CC1,0.2,-1,-0.7,-1,99,-0.3,6,4,4,1
COc1ccc(Cl)cc1NC(=O)c1ocnc1C,0.1,-1,1.0,1,105,0.8,3,1,-5,-1
O=C(Nc1ccccc1N1CCCC1)c1cccnc1Cl,-0.2,7,-2.2,14,102,1.1,-4,4,8,-1
Cc1ccc(Cl)cc1N1CCN(C(=O)Cc2c(C(=O)O)[nH]c3ccccc23)CC1,-0.2,-4,-1.6,4,78,1.6,0,2,9,4
COc1cccc(NC(=O)CN(C)C(=O)c2ccc3c(c2)S(=O)(=O)N=C2CCCCCN23)c1,0.5,-7,-3.2,1,103,0.1,-6,3,4,-8
CCN(CC)S(=O)(=O)c1cccc(NC(=O)c2cc(-c3cccs3)nn2-c2ccccc2)c1,0.3,1,0.4,3,94,0.8,-5,-2,6,-7
CC(C)N(CCNCC(O)COc1ccc(C(C)(C)c2ccccc2)cc1)C(C)C (stereo not drawn),5.6,1,-0.8,0,103,-0.7,7,0,7,47
O=C(Nc1ccc(F)cc1)C(CCc1ccccc1)N1CCN(c2ccncc2)CC1 (stereo not drawn),0.4,-2,x,x,x,x,0,x,x,-14
CCOC(=O)c1c(NC(=O)C2C3CCC(O3)C2C(=O)O)sc(C)c1-c1ccc(C)cc1 (stereo not drawn),0.0,-4,2.1,6,95,0.5,-2,2,4,-1
CC1S/C(=N/N=C/c2ccco2)N(Cc2ccccc2)C1=O (stereo not drawn),-0.1,-6,-1.8,-1,98,-0.5,-3,-10,-4,-6
CCCC(=O)Nc1cccc(NC(=O)Cc2ccc(Cl)cc2)c1,-0.3,1,0.0,-12,111,-1.5,-3,1,22,14
Cc1nc(C(=O)Nc2ccc(Cl)cc2)nn1-c1ccc([N+](=O)[O-])cc1,0.4,1,-2.4,4,95,-2.6,3,-3,3,-1
Cc1ccc2c(c1)c(N=Nc1ccc([N+](=O)[O-])cc1)c(O)n2C,-0.1,-2,0.1,1,105,1.0,-10,0,-2,1
CCN(CC)C(=O)CN(c1cccc(OC)c1)S(=O)(=O)c1ccc(C)cc1,0.2,-2,-0.2,2,95,1.1,4,7,3,4
CCC(C)Cn1c(C(C)O)nc2ccccc21 (stereo not drawn),0.7,1,-1.0,1,98,-1.1,6,0,1,2
O=C(CCCCN1CCCCC1)c1ccccc1,0.0,-2,0.4,6,98,-0.8,-3,-1,3,8
CCOC(=O)c1nc(-c2ccccc2)oc1N(C)C,0.2,-1,3.6,6,114,9.4,-3,1,-7,0

# ABHD5-PLIN5 inh, entries above that show a hit
structure	aDG glyco act	HTR2A ag	MC4R ag barr	ABCB6 inh MLPCN	ABHD5-PLIN5 inh	Glyco luc inh	MC4R antagonist	Exocytosis inh
COc1ccc(OC)c(/C=C/C(=O)c2ccc(Cl)cc2)c1	0.3	-1	-1.5	96	49*	15	0	4
